Rin1 Abl inh = human Rin1-Abl interaction inhibition | P00519+Q13671 | TR-FRET Rin1/Abl binding, biochemical | inhibition, % at 7.35 µM | 0.4% of 360,000 active | AID 588664; in the data active = inhibition above about 5%, passing the limit was not always enough
Scp1 inh = Scp-1 (human) phosphatase inhibition; Q9GZU7; 0.88% of 340,000 active; Recombinant Scp1, phosphopeptide, malachite green phosphate absorbance; inhibition, % at 20 µM;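 active = inhibition above about 50% at 20 µM, limit read from the data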;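 note: plate controls were DMSO wells with enzyme for no effect and wells lacking enzyme for full effect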
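Incubation: 45 min enzyme reaction at room temperature / System: truncated SCP-1 phosphatase (76-261aa) / Reagent: Phospho 17-mer peptide substrate / Buffer or medium: Acidic Tris acetate buffer with magnesium and detergent / Signal: absorbance at 630 nm / Doses: one concentration, 20 µM, with 1.0% DMSO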
Rpn11 inh = inhibitors of human proteasome Rpn11. O00487. human 26S proteasome, Ub4-pepOG fluorescence polarization; 20S core pre-blocked with epoxomicin. calls only at 20 µM. 0.59% of 360,000 active;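 active = inhibition at 20 µM, scaled to each plate's controls, above about 33%, limit read from the data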
Target sequence (O00487 whole entry, looked up): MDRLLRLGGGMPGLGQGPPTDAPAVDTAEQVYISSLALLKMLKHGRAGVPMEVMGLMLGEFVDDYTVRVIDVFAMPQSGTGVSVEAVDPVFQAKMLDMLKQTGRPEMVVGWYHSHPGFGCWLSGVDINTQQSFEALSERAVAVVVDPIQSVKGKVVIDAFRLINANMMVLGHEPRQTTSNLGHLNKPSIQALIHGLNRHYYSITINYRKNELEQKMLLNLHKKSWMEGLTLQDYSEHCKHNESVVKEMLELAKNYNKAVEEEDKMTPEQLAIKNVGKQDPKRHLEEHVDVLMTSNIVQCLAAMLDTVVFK
Neddylation inh = cullin neddylation inhibition; calls only at 25 µM; 0.58% of 360,000 active; P61081+Q13564; TR-FRET cullin neddylation, biochemical; in the data active = inhibition above about 36%
NadD block = NadD (S. aureus) enzyme inhibition; purified NadD enzyme, colorimetric absorbance read-out; inhibition, % at 20 µM; 0.78% of 360,000 active; AID 602399; in the data active = inhibition above about 26%; note: some compounds past the cut are filed as inactive
DNMT1 inh = inhibitors of human DNMT1. DNMT1 molecular beacon, Hinp1I cleavage, fluorescence. inhibition (reported as % activation of signal), % at 10 µM. 0.83% of 360,000 active. AID 588458; in the data active = inhibition above about 50%
CSN deneddyl inh = CSN deneddylation inhibition. Q92905. Purified CSN, SCF-Nedd8-OG deneddylation, fluorescence polarization. inhibition, % at 12.5 µM. 0.38% of 360,000 active. AID 651999;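 active = pattern-corrected inhibition above about 35%, with an unprinted fluorescence ratio check between 0.5 and 1.5, limit read from the data, passing the limit was not always enough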;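 note: 0% = enzyme with substrate and 100% = substrate without enzyme; some results filed as inactive read as strong as hits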
Target sequence (Q92905 whole entry, looked up, one chain of several): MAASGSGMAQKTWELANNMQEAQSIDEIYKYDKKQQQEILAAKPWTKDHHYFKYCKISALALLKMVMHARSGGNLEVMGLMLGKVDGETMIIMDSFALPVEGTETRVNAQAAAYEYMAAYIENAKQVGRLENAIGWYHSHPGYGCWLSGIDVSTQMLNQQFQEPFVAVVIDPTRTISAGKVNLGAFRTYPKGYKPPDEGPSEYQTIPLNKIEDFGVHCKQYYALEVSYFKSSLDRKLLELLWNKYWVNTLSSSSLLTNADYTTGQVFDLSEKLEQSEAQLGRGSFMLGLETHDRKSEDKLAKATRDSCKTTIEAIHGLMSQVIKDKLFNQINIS
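Material: human Csn5 produced in HEK293T cells; Input: enzyme 0.24 nM; Reagent: SCFSkp2-Nedd8OG substrate at 10 nM final; Dosing: 12.5 µM compound; Incubation: 90 min reaction at room temperature; Detection: fluorescence polarization of the substrate; Evaluation: % inhibition of substrate cleavage by Csn5; Control set: substrate-only high control, full reaction low control.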
STEP block = blocks human striatal-enriched tyrosine phosphatase. 0.25% of 360,000 active. P54829. recombinant STEP, OMFP fluorogenic substrate, fluorescence. inhibition, % at 20 µM;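 active = inhibition at 20 µM, scaled per plate between control wells, above about 37%, limit read from the data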;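 note: 0% = DMSO with enzyme and substrate and 100% = substrate only without enzyme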
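Measure: Control-normalized % inhibition with plate pattern correction | Test system: STEP phosphatase, cell-free reaction | Medium: pH 6.0 Bis-Tris with DTT and Tween 20 | Technique: Fluorescence, 480/540 nm | Times: Reaction 20 min, ambient temperature | Doses: Single compound dose of 20 µM, 1% DMSO final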
SUMO1-SIM PPI = modulators of human SUMO1-mediated protein-protein interactions | P63165 | SUMO1 binding to a labelled peptide, TR-FRET, 1 h | inhibition, % at 20 µM | 0.33% of 360,000 active; in the data active = inhibition above about 37%
Target sequence (P63165 whole entry, looked up): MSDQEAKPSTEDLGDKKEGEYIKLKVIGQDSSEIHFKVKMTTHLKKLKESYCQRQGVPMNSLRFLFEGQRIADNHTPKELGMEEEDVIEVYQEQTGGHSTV
LMPTP block = LMPTP (human) inhibition | P24666 | recombinant LMPTP-A, OMFP fluorogenic substrate, fluorescence intensity | inhibition, % at 20 µM | 0.22% of 360,000 active | AID 651560;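 active = compounds that cut the enzyme signal by at least half of the control window in the single-dose screen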;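 note: plate controls were DMSO wells with enzyme plus substrate for no effect and substrate without enzyme for full effect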
Target sequence (P24666 whole entry, looked up): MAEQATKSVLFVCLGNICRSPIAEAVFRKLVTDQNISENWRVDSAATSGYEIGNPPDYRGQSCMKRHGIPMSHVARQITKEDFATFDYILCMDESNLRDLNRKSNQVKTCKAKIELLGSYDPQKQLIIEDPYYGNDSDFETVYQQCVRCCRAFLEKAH
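Test system: LMPTP-A phosphatase enzyme. Amount: LMPTP-A at 0.625 nM final in the reaction. Reagent: OMFP substrate, 400 µM final. Times: 50 min at room temperature. Signal: endpoint fluorescence intensity from OMFP dephosphorylation. Read-out basis: % inhibition. Benchmarks: no-enzyme and uninhibited controls.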
* hit, by the source's call; i = inactive; · = no result given; + = active, no number. Compounds as they come; about 3.8% have a hit in one of these screens.

SMILES	Rin1 Abl inh	Scp1 inh	Rpn11 inh	Neddylation inh	NadD block	DNMT1 inh	CSN deneddyl inh	STEP block	SUMO1-SIM PPI	LMPTP block
Oc1cccc2oc(=S)[nH]c12	-1.1	-6.7	i	i	-0.2	9.0	1.9	-0.2	2.0	-3.2
O=C(NCc1ccccc1F)c1cccs1	0.7	-4.1	i	i	11.0	-0.5	2.3	-2.3	-2.6	1.0
CCc1nnc(NC(=O)CCC(=O)NCC2CCCO2)s1 (stereo not drawn)	0.3	-4.2	i	i	-2.4	-0.2	0.4	-3.5	-2.6	-3.1
O=C1c2[nH]nc(-c3ccccc3O)c2C(c2cccc(Cl)c2)N1CC1CCCO1 (stereo not drawn)	-4.6	-17.8	i	i	4.7	-9.9	-1.0	1.2	1.6	1.1
COc1ccccc1N1CCN(Cc2cc(Br)c(O)c3ncccc23)CC1	9.7*	-11.2	+	i	8.0	-6.7	0.7	0.4	-10.3	6.5
O=C(Cc1ccccc1F)Nc1cc(Cl)ccc1N1CCCC1	3.2	-5.2	i	i	-3.9	-0.4	3.0	-2.9	-0.1	1.2
O=C(O)c1cn(Cc2ccccc2)c2ccccc2c1=O	2.8	-13.0	i	i	6.9	3.0	-0.6	-1.1	3.2	4.8
C[C@@H]1CN([C@H](C)CO)C(=O)CCCn2nncc2CO[C@H]1CN(C)C(=O)c1ccncc1	-1.7	·	i	i	-0.7	-0.8	4.2	2.5	1.2	-0.3
N#Cc1ccccc1NC(=S)NC(=O)c1cccnc1	-1.8	-8.1	i	i	-1.7	-4.6	-0.1	1.0	-0.4	3.1
O=C(NN1C(=O)c2ccccc2NC1c1cccnc1)c1ccccc1 (stereo not drawn)	1.0	2.0	i	+	1.1	0.5	-0.1	-2.9	2.5	-1.3
CCOC(=O)C1=C(C)NC(SC(C)=O)=NC1c1ccc(OC(C)=O)c(OC)c1 (stereo not drawn)	2.5	-2.0	i	i	0.5	5.6	-2.3	-0.9	0.3	-0.2
CCn1c(NC(=O)c2ccccc2)nc2ccccc21	-5.4	-6.6	i	i	-2.2	5.3	-3.4	0.6	-2.2	0.6

In the list so far, these contain a halogen:
SMILES	Rin1 Abl inh	Scp1 inh	Rpn11 inh	Neddylation inh	NadD block	DNMT1 inh	CSN deneddyl inh	STEP block	SUMO1-SIM PPI	LMPTP block
O=C(NCc1ccccc1F)c1cccs1	0.7	-4.1	i	i	11.0	-0.5	2.3	-2.3	-2.6	1.0
O=C1c2[nH]nc(-c3ccccc3O)c2C(c2cccc(Cl)c2)N1CC1CCCO1 (stereo not drawn)	-4.6	-17.8	i	i	4.7	-9.9	-1.0	1.2	1.6	1.1
COc1ccccc1N1CCN(Cc2cc(Br)c(O)c3ncccc23)CC1	9.7*	-11.2	+	i	8.0	-6.7	0.7	0.4	-10.3	6.5
O=C(Cc1ccccc1F)Nc1cc(Cl)ccc1N1CCCC1	3.2	-5.2	i	i	-3.9	-0.4	3.0	-2.9	-0.1	1.2

(more compounds)
SMILES	Rin1 Abl inh	Scp1 inh	Rpn11 inh	Neddylation inh	NadD block	DNMT1 inh	CSN deneddyl inh	STEP block	SUMO1-SIM PPI	LMPTP block
CCN1C(=O)/C(=C2/Sc3ccccc3N2CC)SC1=S	3.3	-6.5	·	i	-3.1	-0.2	-2.8	0.8	1.2	-0.6
CN(C)C(=O)Cn1c(SCC(=O)NC2CCCCC2)nc2ccccc21	3.4	-10.8	i	i	2.7	0.4	2.5	0.0	0.2	-1.8
Cc1ccc(S(=O)(=O)Nc2ccc3c(c2)CC(=O)N([C@H](C)CO)C[C@@H](C)[C@H](CN(C)Cc2ccc(-c4ccccc4)cc2)O3)cc1	3.0	9.3	i	i	7.8	-31.5	-3.1	-1.8	4.9	2.4
CCN(CC)C(=O)C1=C(C)N(CCCOC)C(=O)C(CC(=O)NCCCCc2ccccc2)C1 (stereo not drawn)	0.7	·	i	i	-3.8	0.4	2.3	-3.3	1.7	-0.2
Cc1cccc(C(=O)OCC(=O)c2ccc3c(c2)OCO3)c1O	0.9	-7.3	i	i	-13.0	-2.2	2.9	0.5	-2.2	2.6
COc1cccc(NC(=O)CSc2ccccn2)c1	-3.6	-4.3	i	i	-1.5	-0.9	1.4	1.2	2.3	-0.2
COc1ccc2ccc(OC)c(/C=N/NC(=O)c3cc4ccccc4o3)c2c1	1.3	·	i	·	9.8	-9.6	5.9	-0.1	-7.7	6.2
COc1ccc(C(=O)n2c(-c3ccco3)nc3ccccc32)cc1	0.3	-7.6	i	i	-5.2	1.8	-3.9	1.8	-0.7	0.9
COc1ccc(C(=O)Nc2ccnn2C2CCN(CC3CC=CCC3)CC2)cc1 (stereo not drawn)	-1.0	-12.6	i	i	-9.2	-0.3	0.2	1.2	-0.7	0.5
O=C(O)CC(SCc1ccc(C(=O)O)o1)C(=O)O (stereo not drawn)	1.3	2.7	i	i	-1.0	-0.2	1.4	-0.8	-0.6	-1.4
CCOc1cc(CN2CCN(c3ncccn3)CC2)ccc1OC	-0.5	-2.2	i	i	-5.3	1.5	-1.7	3.5	0.6	-2.1
COc1cc(OC)cc(C(=O)NNc2nc3cc4c(cc3s2)OCO4)c1	-3.6	-9.2	i	i	-2.5	-8.8	0.8	3.3	3.9	-0.2
Cc1nc(CNS(=O)(=O)c2cc(F)ccc2F)cs1	2.4	1.7	i	i	-2.8	-1.3	3.1	-2.3	1.1	-0.9
CCOC(=O)CC(=O)CSc1nnc2c(n1)[nH]c1ccccc12	-3.1	0.3	i	i	2.2	5.3	-1.0	-0.2	-3.6	-0.8
Cc1nc2[nH]c(=O)c3c(n2n1)NC1=C(C(=O)CC(C)(C)C1)C3c1ccccc1 (stereo not drawn)	-3.9	-7.3	i	·	0.8	1.2	-0.4	5.3	-0.8	-0.4
Cn1c(SCC(=O)c2c(N)n(C)c(=O)n(C)c2=O)nnc1-c1ccc(F)cc1	-0.1	-1.4	i	i	-6.5	0.7	-0.9	-2.7	2.1	-1.4
CC[C@]12c3[nH]c4cc(CCC(=O)N(C)C)ccc4c3CCN1C(=O)[C@@H](CC(=O)NCc1ccco1)C[C@@H]2C(=O)N1CCN(C(=O)c2ccco2)CC1	-1.0	1.3	i	i	14.7	3.4	-2.8	1.6	5.5	1.0
C=CCNC(=O)C(C(=O)OCC)C1CCCCC1 (stereo not drawn)	-0.6	-1.0	i	i	-9.0	2.5	3.1	-1.9	-1.7	-0.3
CC1(C)CCc2cc(-c3ccnc(=S)[nH]3)ccc2O1	-2.2	-7.2	i	i	9.9	-5.6	-0.1	-0.9	-21.8	-0.1
O=C(N/N=C/c1c(Cl)cccc1Cl)c1ccc(F)cc1	0.8	17.3	i	i	-2.8	-3.0	-5.9	-4.8	2.4	1.1
CC(=O)NS(=O)(=O)c1ccc(NC(=O)C2c3ccccc3Oc3ccccc32)cc1	2.8	-14.6	i	i	-5.6	1.8	-9.2	-1.0	-0.9	-0.6
Cc1ccc(S(=O)(=O)NC(=O)C2(C)CCN2C(=O)Cc2cccs2)cc1 (stereo not drawn)	-0.4	·	i	i	4.3	7.6	-3.5	-1.0	-0.5	-2.2
CCN1CCN(C(CCc2ccccc2)C(=O)NC2CCCCC2)CC1 (stereo not drawn)	1.1	·	i	i	-3.8	-0.2	-0.7	-2.2	0.9	-1.2
CCN(CC)CCN(C(=O)c1ccc2c(c1)OCCO2)c1nc2cc3c(cc2s1)OCO3	-1.3	-3.6	i	i	-1.8	2.4	3.2	-1.3	-1.0	0.4
O=C(NN=C1CCCC1)c1ccn[nH]1	-1.2	-6.7	i	i	-2.0	3.1	-15.9	-3.4	1.1	-0.7
O=C(CCCn1cnc2ccccc2c1=O)Nc1ccccc1F	1.1	-9.1	i	i	-3.5	0.1	0.9	0.4	3.3	0.1
COC(=O)NCC(c1cccnc1)N1CCN(c2ccccc2F)CC1 (stereo not drawn)	-0.6	-12.0	i	i	1.9	3.5	-3.1	-0.5	-1.2	-1.1
CNS(=O)(=O)c1ccc(NCC2COc3ccccc3O2)c([N+](=O)[O-])c1 (stereo not drawn)	-3.0	-12.2	i	i	-4.6	3.0	-7.1	-3.0	-17.6	1.7
Cc1ccc(S(=O)(=O)N[C@@H](Cc2ccccc2)C(=O)N2CCC(C(=O)N[C@H](C(=O)O)C(C)O)CC2)cc1 (stereo partly drawn)	4.8	8.4	i	i	-2.8	0.9	-1.6	-0.7	2.2	-1.3
COc1ccc(OC)c(S(=O)(=O)Nc2ccc3c(c2)OCCO3)c1	-1.6	·	i	i	-1.1	0.4	-3.0	-1.2	2.8	0.2
CC1CCN(CC[C@H]2CCCN2S(=O)(=O)c2cccc(O)c2)CC1	-2.8	-3.5	i	i	1.3	0.9	-6.8	-1.0	1.1	-1.9
COc1cccc(CN(C)C(=O)[C@@H](NC(=O)c2ccc(C)cc2)C(C)C)c1	-1.0	-3.0	i	i	-5.5	-0.7	-4.8	-0.7	4.3	2.7
C/C(=N\Nc1nc2ccccc2[nH]1)c1ccc(C)o1	-3.9	-1.0	i	i	2.0	-8.9	0.4	0.7	-4.9	1.0
COc1ccc(OC)c(S(=O)(=O)n2nc(C)cc2C)c1	-3.8	0.6	i	i	-2.0	0.9	0.0	0.5	3.1	0.7
Cc1ccc(Nc2nc3c(c(=O)[nH]c(=O)n3C)n2Cc2ccc(F)cc2)cc1	1.2	-7.1	i	i	0.6	-3.3	-7.3	2.0	-0.9	-0.6
COc1ccc(C(=O)Nc2ccc(N3CCOCC3)cc2)cc1S(=O)(=O)NC1CCCC1	-1.6	-9.7	i	i	-3.8	-1.6	7.6	-0.8	-4.5	0.4
O=S(=O)(c1ccc(SCCOc2ccc(Br)cc2)nc1)N1CCCC1	2.9	-9.0	i	i	-4.5	-0.9	-2.1	2.3	3.3	3.4
C[C@@H]1CN([C@H](C)CO)C(=O)CCCn2nncc2CO[C@H]1CN(C)Cc1ccc2c(c1)OCO2	1.2	·	i	i	-0.5	4.1	3.5	-2.4	1.5	-1.7
C=CCn1c(COc2ccc(F)cc2)nnc1SC(C)C(=O)NCC1CCCO1 (stereo not drawn)	2.9	-7.2	i	i	-0.6	-13.1	-3.8	2.3	5.4	0.2
CC[C@H]1C(c2ccc(F)cc2)=NN(c2ccccc2)[C@@H]1CO	-1.3	-4.0	i	·	-0.6	-6.6	1.9	1.5	-1.4	2.3
O=C(CSc1nnc(CNC(=O)c2c(F)cccc2Cl)o1)NCc1ccc2c(c1)OCO2	-1.4	0.2	i	i	3.4	1.6	-1.7	-0.9	-0.2	-1.7
CC(C)Cc1nnc(NC(=O)c2cc(-c3ccncc3)nc3ccccc23)s1	0.5	4.7	i	i	18.8	-2.7	4.6	3.2	-5.0	2.2

Assay outcomes (PubChem BioAssay)
